High-throughput results as filed in PubChem.
AmpC no deterg = blocks E. coli AmpC beta-lactamase in detergent-free assay; Potency, µM (series often up to 57.1 µM), without a hit: top-dose activity change, negative = inhibition, hits mostly inhibitors; AmpC nitrocefin hydrolysis, absorbance 480 nm, 0.0001% Triton; P00811; actives 0.52% (n = 330,000);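 also: potency is read from the fitted curve at half-maximal effect; plate controls were no compound for no effect and no enzyme for full effect; nearly all actives have a fitted effect of over 20% in size; some results filed as inactive show a strong effect at the top dose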
Target sequence (P00811 whole entry, looked up): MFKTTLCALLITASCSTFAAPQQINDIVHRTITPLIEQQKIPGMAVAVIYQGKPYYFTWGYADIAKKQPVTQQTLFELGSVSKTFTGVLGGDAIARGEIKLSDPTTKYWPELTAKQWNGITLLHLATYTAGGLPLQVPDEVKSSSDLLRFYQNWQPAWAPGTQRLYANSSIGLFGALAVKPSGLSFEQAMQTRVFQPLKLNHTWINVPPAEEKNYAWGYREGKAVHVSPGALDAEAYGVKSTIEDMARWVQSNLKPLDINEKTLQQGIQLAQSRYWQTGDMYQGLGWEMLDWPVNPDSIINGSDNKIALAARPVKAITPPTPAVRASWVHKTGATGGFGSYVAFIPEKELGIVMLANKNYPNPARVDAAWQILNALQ
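AmpC (5.3 nM in the dispensed reagent) in 20 mM phosphate pH 7.0 with 0.01% (detergent screen) or 0.0001% Triton X-100 was preincubated with compounds for 15 min at room temperature. Nitrocefin was then added from an 800 uM solution, and hydrolysis was followed at 480 nm.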
Sm TGR block = blocks Schistosoma mansoni thioredoxin glutathione reductase. purified TGR, DTNB reduction, TNB absorbance 405 nm. Potency, µM (titrated, usually from 114 µM), for the others: top-dose activity change, negative = inhibition, hits mostly inhibitors. actives 3% (n = 360,000). AID 485364; also: potency is read from the fitted curve at half-maximal effect; nearly all actives have a fitted effect of over 60% in size
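TGR 20 nM + NADPH 100 uM (dispensed conc.), cpd preinc 15 min RT; start with NADPH (500 uM addition) then DTNB (15 mM addition). Kinetic TNB absorbance, 405 nm filter. Four-parameter Hill fit across titration.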
FBPA Giardia inh = Giardia lamblia aldolase inhibition | A8B2U2 | Potency, µM (titrated, usually from 59.6 µM), inactives show top-dose activity, negative = inhibition, hits mostly inhibitors | AID 2451 | purified Giardia FBPA | actives 0.71% (n = 290,000); also: potency is read from the fitted curve at half-maximal effect; nearly all actives have a fitted effect of over 55% in size
Target sequence (A8B2U2 whole entry, looked up): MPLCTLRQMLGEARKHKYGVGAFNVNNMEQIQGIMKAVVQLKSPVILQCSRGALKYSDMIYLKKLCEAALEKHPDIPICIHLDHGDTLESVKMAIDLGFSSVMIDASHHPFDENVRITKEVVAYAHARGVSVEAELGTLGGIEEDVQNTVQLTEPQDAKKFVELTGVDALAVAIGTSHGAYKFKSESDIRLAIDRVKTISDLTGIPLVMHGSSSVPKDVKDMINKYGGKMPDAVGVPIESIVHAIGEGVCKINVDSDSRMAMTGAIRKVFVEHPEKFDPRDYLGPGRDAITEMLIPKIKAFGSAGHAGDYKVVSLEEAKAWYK
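40 nM FBPA preincubated 10 min at RT with compound (up to 57.5 uM final), then substrate plus GAPDH/TPI/NAD/arsenate coupling and diaphorase/resazurin added. Fluorescence read after 20 min at RT, 525/598 nm.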
HCMV antiviral = inhibitors of human cytomegalovirus; HFF cells, HCMV-luciferase reporter, 72 h; hits give low values; AID 1259415; activity change, negative = inhibition, % at 57.5 µM; actives 4.5% (n = 410,000); in the data active = activity change below about -60%; inconclusive = no clear call, values can overlap the other calls; inactive = above about -39%
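Cell-based, HFFs, 1000 cells/well, 16 h 37C; cpds in DMSO + HCMV-luc, MOI 1 PFU/cell; 72 h 37C; OneGlo luminescence after 5 min RT; norm. to buffer vs Salinomycin 10uM.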
AMA1-RON2 inh = AMA1-RON2 (P. falciparum) interaction inhibition | AlphaScreen AMA1-biotinylated RON2 peptide binding | Potency, µM (top dose mostly 58.2 µM), for inactives: at the top dose activity change, negative = inhibition, hits mostly inhibitors | actives 0.2% (n = 360,000) | AID 720542;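 also: potency is read from the fitted curve at half-maximal effect; 0% = vehicle wells and -100% = peptide control; nearly all actives have a fitted effect of over 45% in size; some results filed as inactive show a strong effect at the top dose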
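AMA1 (3D7) with his tag at 25 nM final met compounds first, then biotinylated RON2 peptide at 25 nM; detection used donor plus acceptor beads, 10 µg/mL apiece, read by AlphaScreen after 30 min at room temperature.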
AmpC detergent = blocks E. coli AmpC beta-lactamase in detergent assay; AmpC hydrolysis of nitrocefin, absorbance 480 nm, 0.01% Triton; Potency, µM (top dose mostly 114 µM), for inactives: at the highest dose activity change, negative = inhibition, hits mostly inhibitors; actives 0.041% (n = 370,000); AID 485294;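 also: potency is read from the fitted curve at half-maximal effect; 0% = no-compound wells and -100% = no-enzyme wells; nearly all actives have a fitted effect of over 25% in size; some results filed as inactive show a strong effect at the top dose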
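20 mM phosphate pH 7.0 + 0.01% (detergent screen) or 0.0001% Triton X-100; 5.3 nM AmpC reagent; cpd preinc 15 min RT; nitrocefin (800 uM stock) to start; A480 q20 s × 4 min; Activity was normalised to no-enzyme and no-compound control wells.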
* marks the source's active call; other numbers are inactive results; ? = inconclusive; · = no result given; + = active, no number; [ ] = dose if it differs, or a comment. Unless noted, calls follow the shape of the dose curve; as a rule, active = well fitted curve in the direction sought with a large enough effect; inconclusive = small, poorly fitted or top-dose-only effect, or another doubt; inactive = no such curve, though single readings can be large; an effect the other way counts as inactive or inconclusive. Unless noted, % is scaled to controls: 0 for no effect and ±100 for the full control effect.

SMILES	AmpC no deterg	Sm TGR block	FBPA Giardia inh	HCMV antiviral	AMA1-RON2 inh	AmpC detergent
COC(=O)c1ccc(Nc2c([N+](=O)[O-])c(=O)oc3ccccc23)cc1	-36%	2%	13%	50	6%	1%
Cc1ccc(S(=O)(=O)N2CCCNCC2)cc1	-2%	16µM*	2%	-35	0%	-17%
Cc1ccc(C)c(C(=O)CCC(=O)NNC(=O)c2cccs2)c1	-6%	·	·	8	36%[activator][11.6 µM]	·
Cc1ccccc1N1CCN(C(=O)CN2C(=O)c3ccccc3C2=O)CC1	25%	9%	2%	5	3%	5%
Cc1c(-c2nnc(SCC(=O)Nc3ccc(Cl)cc3)o2)nnn1-c1ccc(F)cc1	·	-8%	·	39	·	5%
Cc1csc(N2CCN(c3cc4nc(-c5ccncc5)[nH]c4cc3Cl)CC2)n1	24%	4%	?	-26	-5%	-9%
O=C(CSc1cc(Cl)ccc1Cl)NCC(=O)Nc1ccc(F)c(F)c1F	-24%	-6%	3%	-2	10%	-4%
N#Cc1c(N2CCCC(O)C2)nc(N)c2c(N)nc3c(c12)CC(=O)N3C12CC3CC(CC(C3)C1)C2 (stereo not drawn)	-14%	?	?	70	8%	-2%
CN(C(=O)c1cc2c(s1)-c1ccc(Cl)cc1SC2)c1cccc(C(F)(F)F)c1	·	7%	·	-16	·	20%
COC(=O)c1cnn(-c2ccccc2)c1/C=N/NC(=S)Nc1ccc(Cl)cc1	-20%	2%	-5%	-27	21%	7%
Cc1c(C(=O)NCCc2ccccc2)oc2ccc(S(=O)(=O)N3CCOCC3)cc12	89%[activator]	6%	10%	-19	13%	5%
C=CCC[C@@H](Cc1ccc(F)cc1)C(=O)O[C@H](CNC(=O)[C@@H](CC=C)CC(=O)N[C@H](CO)Cc1ccccc1)c1ccccc1	25%	·	·	7	24%	·
COc1ccc(OC)c(/C=N/NC(=O)c2ccc[n+](CC(=O)c3ccccc3)c2)c1	53%	-19%	·	·	9%	?
CCN1C(=O)[C@H]2[C@@H](c3ccc(-c4ccc(OC)cc4)c(OC)c3)N[C@@](Cc3ccccc3)(C(=O)OC)[C@H]2C1=O	29%	·	·	19	-2%	·
CCN1/C(=C/c2ccc3cc(C)ccc3[n+]2CC)Sc2cc(C)ccc21	7%	2%	0%	-100*	-4%	0%
O=C(CN1CCOCC1)N/N=C/c1ccco1	-12%	-9%	-1%	-20	-4%	-1%
CCc1ccccc1NC(=S)NCc1ccc2c(c1)OCO2	-20%	1%	0%	5	9%	-3%
CC(/C=N/N1CCN(c2ccccn2)CC1)=C\c1ccccc1	-21%	5%	5%	-36	-8%	-5%
Cn1c(=O)c2sccc2n2c(CCCC(=O)NCc3ccccc3)nnc12	·	20%	·	15	·	-9%
COc1ccc(Cn2c(=O)[nH]c3cc(C(=O)N4CCN(c5ccccc5F)CC4)ccc3c2=O)cc1	-16%	-1%	0%	-14	5%	-9%
CCOC(=O)c1cc(C(C)C)sc1NC(=O)COC(=O)CCS(=O)(=O)c1ccccc1	-7%	-18%	1%	23	-18%	-4%
Cc1sc2nc(CSC(C)C(=O)Nc3ccc(C(N)=O)cc3)[nH]c(=O)c2c1C (stereo not drawn)	-39%	-26%	·	-29	-13%	1%
COc1ccc(-c2cnc3nc[nH]c(=O)c3n2)cc1	-22%	-6%	-6%	5	11%	-1%
Cc1ccc(-c2nnc(OCC3CCCO3)c3ccccc23)cc1 (stereo not drawn)	54%	8%	5%	?	4%	5%
Cc1ccc(-n2cc(C(=O)OCc3ccc(Cl)cc3)c3ccccc3c2=O)cc1	·	-28%	·	13	·	2%
More entries:
SMILES	AmpC no deterg	Sm TGR block	FBPA Giardia inh	HCMV antiviral	AMA1-RON2 inh	AmpC detergent
N#CC(c1ccc(=O)[nH]n1)c1ccc(Cl)cc1Cl (stereo not drawn)	-15%	·	-8%	-12	-19%	-2%
Cc1cc2n(n1)C(c1ccc(N(C)C)cc1)Nc1ccccc1-2 (stereo not drawn)	-15%	-23%	4%	136	-25%	1%
Cc1ccc(C(=O)NNC(=O)c2cccc(C)c2)cc1	-3%	-19%	0%	-5	-5%	-10%
O=C(COC(=O)c1ccc(S(=O)(=O)N2CCCC2)cc1)NCc1ccc(Cl)cc1	-17%	0%	0%	-16	15%	-14%
COCCOC(=O)C(CC(=O)O)NCc1ccco1 (stereo not drawn)	3%	8%	?	17	26%	-6%
Cc1ccc(Nc2cc(C)nc3nc(C)nn23)c(C)c1	1%	-8%	6%	-12	0%	?
CS(=O)(=O)N(CC(=O)Nc1ccccc1C(=O)NCc1ccccc1)c1ccc2c(c1)OCCO2	-1%	-3%	-3%	-4	-4%	2%
COC(=O)CSc1nc2sc3c(c2c(=O)n1-c1ccccc1)CCN(C)C3	64%[activator]	35µM*	-16%	45	-16%	-1%
Cc1ccc(C(=O)NCCc2nnc3ccc(SCC(=O)Nc4ccccc4F)nn23)cc1	-37%	-9%	·	14	1%	-2%
COc1ccc(NC(=O)CCNC(=O)c2ccccc2Cl)cc1OC	-1%	2%	8%	?	6%	-10%
CCn1c(SCc2ccc(Cl)cc2)nc2nc3c(cc2c1=O)CCCC3	-1%	-12%	6%	-38	-30%	?
O=C(Cc1ccc(S(=O)(=O)N2CCCC2)s1)NC1CCCCCC1	-20%	0%	-7%	-3	-2%	3%
CCOc1ccccc1NC(=O)NCc1noc2ccc(C)cc12	·	2%	·	16	·	3%
COc1ccc(C(=O)N2CCC(C(N)=O)CC2)cc1S(=O)(=O)N1CCCC1	-17%	5%	·	3	14%	-8%
CCN1CCN(C(c2ccc(F)cc2)c2sc3nc(-c4ccco4)nn3c2O)CC1 (stereo not drawn)	·	5%	·	8	·	7%
Nn1c(COc2ccccc2)nnc1SCc1cc(=O)[nH]c2ccccc12	-19%	-27%	4%	23	-1%	-5%
Cc1ccc(NC(=O)Cc2ccc(-n3c(C)nc4cccnc43)cc2)c(Cl)c1	·	-2%	·	+	·	-2%
C=CCn1c(N)cc(=O)nc1SCC(=O)Nc1ccccc1	-29%	1%	-1%	40	0%	-13%
CN(CC(=O)Nc1sccc1C#N)S(=O)(=O)c1ccc(F)cc1	-17%	?	·	-11	4%	-18%
Cc1sc2ncnc(SCC(=O)c3cccs3)c2c1C	-53%	-8%	3%	-23	36%[activator]	-11%
CCc1cccc(C)c1NC(=O)CSc1nc2ccc(N3C(=O)c4ccccc4C3=O)cc2s1	-12%	8%	0%	-21	-14%	-8%
COc1ccc(-c2cc(C(N)=O)nc(N3CCCCCC3)n2)cc1	-21%	-3%	-1%	-22	4%	?
Cc1nc2ccc(NC(=O)Cc3ccc(Br)cc3)cc2s1	-2%	3%	1%	-28	10%	-11%
Cc1ccc2oc(C(=O)Nc3ccc(S(=O)(=O)Nc4nc(C)cc(C)n4)cc3)cc(=O)c2c1	·	0%	·	-15	·	-6%
CNS(=O)(=O)c1ccc(NCC2COc3ccccc3O2)c([N+](=O)[O-])c1 (stereo not drawn)	-25%	-20%	1%	-14	-1%	-7%
Continued:
SMILES	AmpC no deterg	Sm TGR block	FBPA Giardia inh	HCMV antiviral	AMA1-RON2 inh	AmpC detergent
COC(=O)c1c(NC(=O)C2C3C=CC(CC3)C2C(=O)O)sc(C)c1C (stereo not drawn)	-31%	-3%	22%	11	11%	?
FC(F)(F)c1cc(Cl)c2nnc(-c3ccccn3)n2c1	-7%	0%	6%	44	-4%	-12%
O=C(OCC(=O)N1CCCC1=O)c1cccc(S(=O)(=O)N2CCOCC2)c1	6%	-6%	·	2	-7%	3%
Cc1cc(Nc2ccc(F)cc2)n2nc(C)nc2n1	-16%	78%[activator]	-1%	10	-3%	3%
CCOc1ccc(NC(=S)N2c3ccccc3CC2C)cc1 (stereo not drawn)	-8%	-2%	-3%	-26	14%	1%
COc1ccc(CNC(=O)c2c(O)nc3c(C)cccn3c2=O)cc1	·	2%	·	4	·	4%
COc1ccc(C(=O)Cc2cnn(-c3ccccc3)c2)c(O)c1	-32%	5%	2%	35	-10%	-9%
O=C(Nc1ccc2c(c1)OCO2)C1COc2ccccc2O1 (stereo not drawn)	83%[activator]	53%[activator]	-4%	108	20%	-11%
CSc1cccc(NC(=O)Cn2nnc(C(=O)NCCc3ccccc3)c2N)c1	·	2%	·	-24	·	1%
COc1ccc(NS(=O)(=O)c2cc([N+](=O)[O-])ccc2N/N=C\c2c(C)[nH]c3ccccc23)cc1	-22%	-6%	1%	-8	16%	2%
O=C(Nc1ccc(N2CCCCC2)cc1)c1cc([N+](=O)[O-])cc([N+](=O)[O-])c1	-20%	43%[activator]	0%	5	-12%	8%
CCN(CC(=O)Nc1ccc2c(c1)OCCO2)C(=O)c1ccc([N+](=O)[O-])s1	-12%	?	·	0	-2%	8%
COc1cccc(C(=O)CN2CCN(S(=O)(=O)c3ccc(Cl)cc3)CC2)c1	·	22µM*	·	26	·	8%
COc1ccc(C(=O)Nc2ccc(C(=O)O)cc2NC(=O)c2ccc(OC)cc2)cc1	-18%	16%	8%	12	9%	-1%
CCCCN1C(=O)CN(C2CCCCCC2)C(=O)C1c1ccc(OCC)c(OC)c1 (stereo not drawn)	·	7%	·	30	·	5%
Nc1nc(SCc2ccc(F)cc2)n[nH]1	-10%	-19%	0%	41	-2%	-18%
COc1ccc([C@@H]2[C@@H]3C(=O)N(C(C)(C)C)C(=O)[C@@H]3[C@]3(C)C(=O)N(c4cccc(F)c4)C(=O)N23)cc1	108%[activator]	2%	5%	-3	-3%	?
O=C(Nc1nnc(-c2ccc(F)cc2)s1)c1c(F)cccc1Cl	-12%	3%	?	23	4%	?
COCCOC(=O)c1c(NC(=O)CN2CCOCC2)sc(C(N)=O)c1C	-21%	12%	0%	-9	69%[activator]	10%
CC1CCN(C(=S)c2cccc([N+](=O)[O-])c2)CC1	-15%	7%	-2%	11	-9%	-3%
COc1ccc(Nc2cc(C)c3cc(NC(=O)c4cc(OC)cc(OC)c4)ccc3n2)cc1	·	1%	·	-77*	·	2%
Cn1c(=O)c2c(nc(N3CCOCC3)n2CCCNC2=NCCCCC2)n(C)c1=O	-12%	-11%	7%	27	7%	-4%

Profiles, looked up by structure:
Cn1c(=O)c2c(nc(N3CCOCC3)n2CCCNC2=NCCCCC2)n(C)c1=O is listed with AmpC no deterg = -12%; Sm TGR block = -11%; FBPA Giardia inh = 7%; HCMV antiviral = 27; AMA1-RON2 inh = 7%; AmpC detergent = -4%
CC1CCN(C(=S)c2cccc([N+](=O)[O-])c2)CC1 is listed with AmpC no deterg = -15%; Sm TGR block = 7%; FBPA Giardia inh = -2%; HCMV antiviral = 11; AMA1-RON2 inh = -9%; AmpC detergent = -3%
CSc1cccc(NC(=O)Cn2nnc(C(=O)NCCc3ccccc3)c2N)c1 is listed with AmpC no deterg = ·; Sm TGR block = 2%; FBPA Giardia inh = ·; HCMV antiviral = -24; AMA1-RON2 inh = ·; AmpC detergent = 1%
